# Screening results deposited in PubChem by National Center for Advancing Translational Sciences (NCATS).
# KCNH2 WT inh: qHTS for Inhibitors of KCHN2 3.1: Wildtype qHTS. Voltage-gated inwardly rectifying potassium channel KCNH2 (Homo sapiens), Q12809. U2OS, BacMam KCNH2, thallium flux FluxOr; hits give low values. activity change, % at 1.84 µM. actives 0.37% (n = 340,000);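 active = maximum activity change below -70%; inconclusive = maximum activity change between -70% and -50%; inactive = maximum activity change above -50%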
# Target sequence (Q12809 whole entry, looked up): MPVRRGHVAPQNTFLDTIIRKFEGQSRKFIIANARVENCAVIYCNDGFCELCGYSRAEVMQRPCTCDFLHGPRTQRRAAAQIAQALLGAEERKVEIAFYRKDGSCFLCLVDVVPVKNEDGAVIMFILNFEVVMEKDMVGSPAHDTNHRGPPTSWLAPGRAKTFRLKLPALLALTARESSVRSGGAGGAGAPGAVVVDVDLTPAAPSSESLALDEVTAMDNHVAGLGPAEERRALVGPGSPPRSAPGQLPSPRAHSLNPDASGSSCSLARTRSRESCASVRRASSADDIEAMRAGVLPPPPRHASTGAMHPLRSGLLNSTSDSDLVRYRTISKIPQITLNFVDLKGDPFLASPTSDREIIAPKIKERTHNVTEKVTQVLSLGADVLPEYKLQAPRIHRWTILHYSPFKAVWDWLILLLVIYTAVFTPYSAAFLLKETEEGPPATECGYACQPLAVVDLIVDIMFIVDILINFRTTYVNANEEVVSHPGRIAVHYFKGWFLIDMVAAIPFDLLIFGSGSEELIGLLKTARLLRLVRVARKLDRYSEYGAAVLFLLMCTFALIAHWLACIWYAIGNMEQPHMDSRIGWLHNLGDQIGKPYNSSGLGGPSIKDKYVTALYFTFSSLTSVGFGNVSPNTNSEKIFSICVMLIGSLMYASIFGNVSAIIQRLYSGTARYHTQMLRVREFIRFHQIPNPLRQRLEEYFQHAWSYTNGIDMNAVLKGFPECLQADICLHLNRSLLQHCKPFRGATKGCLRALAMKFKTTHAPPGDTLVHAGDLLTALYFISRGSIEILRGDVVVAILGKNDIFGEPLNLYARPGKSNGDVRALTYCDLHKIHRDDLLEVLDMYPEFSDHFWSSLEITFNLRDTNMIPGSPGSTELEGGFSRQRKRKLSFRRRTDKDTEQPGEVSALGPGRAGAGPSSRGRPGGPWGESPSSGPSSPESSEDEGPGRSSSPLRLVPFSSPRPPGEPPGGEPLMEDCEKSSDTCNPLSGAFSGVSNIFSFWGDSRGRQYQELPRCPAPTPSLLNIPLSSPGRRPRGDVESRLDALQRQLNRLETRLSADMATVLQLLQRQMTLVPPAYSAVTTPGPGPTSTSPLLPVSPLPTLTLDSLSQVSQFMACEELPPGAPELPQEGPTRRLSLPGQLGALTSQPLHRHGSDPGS
#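 U2OS cells were transduced with wild-type KCNH2 virus (2.03 x 10^8 / mL) for 4 h at room temperature, then cultured overnight at 37 C. Thallium flux was read with FluxOr dye. Rate constants were normalized to DMSO controls.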
# KCNH2 3.1 block: qHTS for Inhibitors of KCHN2 3.1: Mutant qHTS | actives 0.95% (n = 340,000) | activity change, % (tested at about 1.8 µM) | U2OS KCNH2 3.1, thallium flux FluxOr; hits give low values;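 active = maximum activity change below -70%; inconclusive = maximum activity change from -70% to -50%; inactive = maximum activity change above -50%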;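 also: thallium influx rate constant from kinetic fluorescence after stimulation buffer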
#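 We transduce U2OS cells with the mutant 3.1 virus, culture them overnight, load FluxOr with Red40 quencher for 45 min, then add stimulation buffer and read kinetically for 2 min to derive a normalized rate constant.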
# Starred values were filed as active, the others as inactive; ? = inconclusive. % is scaled to controls: 0 for no effect and ±100 for the full control effect. A portion of the library (hit frequency here may not be typical).
SMILES,KCNH2 WT inh,KCNH2 3.1 block
CCCCCCNC(=O)O[C@H]1C[C@H](C(=O)OC)[C@H](C(=O)OC)C2CN(S(=O)(=O)c3ccc(C)cc3)C[C@@]21O (stereo partly drawn),-12,-7
C[C@@H]1CCCCO[C@H](CN(C)S(=O)(=O)c2ccc(F)cc2)[C@@H](C)CN([C@H](C)CO)C(=O)c2cc(NC(=O)Nc3ccc(C(F)(F)F)cc3)ccc2O1,-9,-8
N#CC1(NC(=O)COC(=O)Cc2c[nH]c3ccccc23)CCCCC1,4,-1
CCCc1cc(=O)n2[nH]c(C)c(-c3ccccc3OC)c2n1,28,-7
Cc1ccc(S(=O)(=O)N(C)C[C@@H]2OCc3cnnn3CCCC(=O)N([C@H](C)CO)C[C@H]2C)cc1,-12,15
COC(=O)[C@H]1C[C@@]2(O)CN(S(=O)(=O)c3ccc(C)cc3)C[C@@]2(OC(=O)Nc2cccs2)C[C@H]1C(=O)OC,-5,2
O=C(CCc1nc2sc3c(c2c(=O)[nH]1)CCCC3)NCCc1ccc(Cl)cc1,-1,-3
CCN1CCCC1CNC(=O)c1ccc2c(c1)NC(=O)/C(=C\c1ccccc1Cl)S2 (stereo not drawn),19,-41
COc1ccccc1N1CCN(S(=O)(=O)CCNC(=O)C(C)Oc2ccccc2)CC1 (stereo not drawn),-12,-2
CCN1C(=O)[C@H]2[C@@H](c3ccc(C(F)(F)F)cc3)N[C@]3(CCCN(Cc4ccc(OC)cc4)C3=O)[C@H]2C1=O,1,-18
COc1ccc(NC(=O)C[C@H]2C(=O)N(C3CCCCC3)C[C@@H]2c2ccc(OC)cc2)cc1,2,3
CCCCCC(=O)N1C[C@@H](n2cc(COC(=O)c3ccccc3)nn2)[C@H](O)C[C@@H]1c1ccc(Cl)cc1,17,-1
COc1cc(CC(=O)C(=O)O)oc(=O)c1,0,-9
Cc1ccc(C)c(NC(=O)c2ccc3c(c2)CCN3S(C)(=O)=O)c1,-9,-6
O=C(O)c1ccc(Cl)c(NC(=O)C2CCN(S(=O)(=O)c3cccs3)CC2)c1,-12,6
O=c1c2ccccc2on1-c1ccccc1,-30,15
O=C(CSc1nnc(CNC(=O)c2c(F)cccc2F)o1)NCc1ccc2c(c1)OCO2,-43,5
CC1(C)CC(=O)C=C(c2ccccc2-c2ccc3cc[nH]c3c2)C1=O,-13,-3
C[C@H](CO)N1C[C@H](C)[C@H](CN(C)C(=O)Nc2ccc(C(F)(F)F)cc2)OCc2cnnn2CCCC1=O,5,2
O=[N+]([O-])c1cc(Br)c2c(c1)CCN2,-13,0
CC(=O)C1=C(O)C(=Cc2ccccc2)OC1=O,0,-16
C[C@H]1CCCCO[C@H](CN(C)Cc2ccc(C(=O)O)cc2)[C@@H](C)CN([C@@H](C)CO)C(=O)c2cc(NS(=O)(=O)c3cn(C)cn3)ccc2O1,-12,-13
CCOc1ccccc1NC(=O)COC(=O)COc1cccc2c1OC(C)(C)C2,-6,-5
CC1(C)CC(=O)C=C(Nc2ccc(O)cc2)C1,-16,2
CCC1(CC)NC(=O)N(CC(=O)OC(C)C(=O)Nc2ccc(S(N)(=O)=O)cc2)C1=O (stereo not drawn),3,?

# Going on with the list:
SMILES,KCNH2 WT inh,KCNH2 3.1 block
O=C(NC1CC1)c1cccc(NC(=O)C2CCN(S(=O)(=O)c3ccccc3C(F)(F)F)CC2)c1,18,14
CC(C)(C)OC(=O)[C@H](Cc1ccccc1)NC(=O)c1ncn2c1c(=O)[nH]c1ccc(Br)cc12,0,-7
CC(C)C(=O)Nc1cccc(S(=O)(=O)NC2=NCCC2)c1,-8,9
CCN(CC(=O)Nc1ccccc1C(F)(F)F)CC(=O)c1[nH]c(C)c(C(C)=O)c1C,-2,-4
N#CC(c1cccc([N+](=O)[O-])c1)C(CC(=O)c1ccccc1)c1ccccc1 (stereo not drawn),-4,-4
Cc1cc(Nc2ccc(F)cc2)c2ccccc2n1,1,-3
Cc1cc(C)n(-c2ccc(C(=O)N3CCN(S(=O)(=O)c4ccc(OC(F)(F)F)cc4)CC3)cc2)n1,10,0
CC1=C(C(=O)N(C)C)CC(CC(=O)NCCCCc2ccccc2)C(=O)N1CCCN1CCCC1=O (stereo not drawn),-3,4
COc1ccc(C(=O)N/C(=C\c2cn(S(=O)(=O)N(C)C)c3ccccc23)C(=O)N2CCN(C)CC2)cc1OC,13,10
C[C@@H]1CN([C@H](C)CO)C(=O)CCCn2nncc2CO[C@@H]1CN(C)C(=O)Nc1ccnc(N2CCOCC2)c1,-9,15
C[C@@H]1CN([C@H](C)CO)C(=O)CCCn2cc(nn2)CO[C@H]1CN(C)C(=O)Cc1ccccc1,-12,20
Cc1ccc([C@@H]2C[C@H]3[C@@H](CN2S(=O)(=O)c2ccc(C)cc2)C(=O)C[C@@H](c2ccc(Cl)cc2)N3S(=O)(=O)c2ccc(C)cc2)cc1,-5,4
COc1ccc(C2=NN(CCC(=O)NC3CCCCC3C)C(=O)CC2)cc1 (stereo not drawn),4,4
CC12CCCC(=O)C1CCC(=Cc1ccco1)C2=O (stereo not drawn),2,2
COc1ccc(CCN2CC(=O)NC(=O)C2)cc1OC,-7,-9
COc1ncnc2c1ncn2CCCNCC(C)c1ccccc1 (stereo not drawn),3,-9
c1ccc(COc2ncnc3c2ncn3CCCNCC(c2ccccc2)c2ccccc2)cc1,-18,-72*
O=C(Nc1cc(C(F)(F)F)ccc1N1CCCCC1)C1=COCCO1,-5,-8
CC(C)CCOc1ccc(C(=O)Nc2cc(S(=O)(=O)N3CCOCC3)ccc2N2CCOCC2)cc1,24,-5
CC(C)N1CC(C(=O)Nc2ccc(Cl)cc2Cl)CC1=O (stereo not drawn),-4,4
CCOC(=O)N1CCN(C(=O)C2CCC(=O)N(Cc3ccccc3OC)C2)CC1 (stereo not drawn),-1,2
Cc1ccc(S(=O)(=O)N2CCOCC2)cc1NC(=O)CN(C)CC(=O)Nc1cccc(F)c1,2,2
C[C@@H]1CN([C@H](C)CO)C(=O)CCCn2nncc2CO[C@H]1CN(C)C(=O)c1ccncc1,-4,-2
COc1ccc2ccc(OC)c(/C=N/NC(=O)c3cc4ccccc4o3)c2c1,9,-18
CCN(CC)C(=O)C1=C(C)N(CCCOC)C(=O)C(CC(=O)NCCCCc2ccccc2)C1 (stereo not drawn),-3,7

# Single records, from the list above. Order of values: KCNH2 WT inh | KCNH2 3.1 block
# Entry for `C[C@@H]1CN([C@H](C)CO)C(=O)CCCn2nncc2CO[C@@H]1CN(C)C(=O)Nc1ccnc(N2CCOCC2)c1` = -9 | 15
# Entry for `CCN(CC)C(=O)C1=C(C)N(CCCOC)C(=O)C(CC(=O)NCCCCc2ccccc2)C1` (stereo not drawn) = -3 | 7
# Entry for `C[C@@H]1CN([C@H](C)CO)C(=O)CCCn2cc(nn2)CO[C@H]1CN(C)C(=O)Cc1ccccc1` = -12 | 20
# Entry for `c1ccc(COc2ncnc3c2ncn3CCCNCC(c2ccccc2)c2ccccc2)cc1` = -18 | -72*
# Entry for `CC(C)CCOc1ccc(C(=O)Nc2cc(S(=O)(=O)N3CCOCC3)ccc2N2CCOCC2)cc1` = 24 | -5

# Following part:
SMILES,KCNH2 WT inh,KCNH2 3.1 block
COc1ccc(OC)c(S(=O)(=O)Nc2ccc3c(c2)OCCO3)c1,-9,2
C[C@@H]1CN([C@H](C)CO)C(=O)CCCn2nncc2CO[C@H]1CN(C)Cc1ccc2c(c1)OCO2,-4,3
O=C(NC(=S)N1CC=CCC1)c1ccccc1,-20,-20
COc1ccc(CN2C(=O)C(CC(=O)NCCN3CCOCC3)CC(C(=O)N3CCOCC3)=C2C)cc1 (stereo not drawn),-1,2
COc1ccc(NC(=O)c2cccc(S(=O)(=O)N3CCc4ccccc43)c2)c(OC)c1,-89*,9
C[C@@H]1CN([C@@H](C)CO)S(=O)(=O)c2ccc(C#Cc3cccc(F)c3)cc2O[C@H]1CN(C)S(=O)(=O)c1cn(C)cn1,10,8
Cn1ccnc1CC(C)(O)c1ccccc1 (stereo not drawn),-17,-1
NC(=O)/C(=C\c1ccco1)NC(=O)c1ccco1,15,-7
O=C(CSc1ccccc1)NC1CC1,-10,13
C[C@H](CO)N1C[C@H](C)[C@@H](CN(C)Cc2ccc(F)cc2)Oc2ncc(Br)cc2C1=O,-10,-12
CCc1ccc(CN(C)Cc2c(C(=O)N3CCOCC3)nc3c(C)cccn23)nc1,11,-36
COc1ccc([C@H]2C[C@H](n3cc(COC(=O)c4ccccc4)nn3)[C@@H](O)CN2C(=O)C2CCCCC2)cc1,15,1
COc1ccc(-c2csc(NC(=O)CS(=O)(=O)c3ccccc3)n2)c(OC)c1,8,-11
CCOC(=O)c1ccc(NC(=O)c2nc[nH]c2C(=O)N(C)CCO)cc1,-6,15
COc1ccc(CN2CCC[C@]3(N[C@H](c4ccc(C)cc4)[C@@H]4C(=O)N(C)C(=O)[C@@H]43)C2=O)cc1,18,-8
O=C(Nc1ccc(F)cc1)c1cnccn1,3,5
COc1ccc([C@H]2N[C@]3(CCCN(Cc4cccn4C)C3=O)[C@H]3C(=O)N(C)C(=O)[C@@H]23)cc1,-8,5
Cc1ccc(S(=O)(=O)NN=Cc2ccco2)cc1,-3,3
COc1ccc(/C=C/C(=O)OCC(=O)N2c3ccccc3CC2C)cc1 (stereo not drawn),-8,-3
COc1ccc(CN2C(=O)C(CC(=O)NCc3ccco3)CC(C(=O)N3CCOCC3)=C2C)cc1 (stereo not drawn),-11,-9
Cc1ccc(/C(N)=N/OC(=O)COc2cccc3ccccc23)cc1,-5,13
O=C(CCNC(=O)N1CC(=O)Nc2ccccc21)NCc1ccc(Cl)cc1,0,-10
CC(=O)Nc1ccc(CC(=O)Nc2ccc3c(c2)OC2(CCCC2)O3)cc1,10,3
NC(=O)C(NN=C(c1ccccc1)c1ccccc1)c1ccccc1 (stereo not drawn),7,-5
COc1ccc(CN(C)C[C@@H]2OCCCC[C@H](C)Oc3ccc(NC(=O)Cc4ccccc4)cc3C(=O)N([C@@H](C)CO)C[C@@H]2C)cc1,10,9

# Pulled by structure from above (6):
SMILES,KCNH2 WT inh,KCNH2 3.1 block
NC(=O)/C(=C\c1ccco1)NC(=O)c1ccco1,15,-7
CC1=C(C(=O)N(C)C)CC(CC(=O)NCCCCc2ccccc2)C(=O)N1CCCN1CCCC1=O (stereo not drawn),-3,4
Cc1ccc(C)c(NC(=O)c2ccc3c(c2)CCN3S(C)(=O)=O)c1,-9,-6
COc1ccc(CN(C)C[C@@H]2OCCCC[C@H](C)Oc3ccc(NC(=O)Cc4ccccc4)cc3C(=O)N([C@@H](C)CO)C[C@@H]2C)cc1,10,9
N#CC1(NC(=O)COC(=O)Cc2c[nH]c3ccccc23)CCCCC1,4,-1
Cc1ccc(S(=O)(=O)NN=Cc2ccco2)cc1,-3,3

# Continuation.
SMILES,KCNH2 WT inh,KCNH2 3.1 block
C[C@@H]1CCCCO[C@H](CN(C)C(=O)Cc2ccccc2)[C@@H](C)CN([C@H](C)CO)C(=O)c2cc(N(C)C)ccc2O1,-9,3
C[C@H]1CN([C@@H](C)CO)C(=O)CCCn2nncc2CO[C@@H]1CN(C)C(=O)Nc1ccc2c(c1)OCO2,-7,7
O=C(Nc1ccc(S(=O)(=O)N2CCCC2)cc1)C1CC(=O)N(CCc2ccccc2)C1 (stereo not drawn),-10,-2
CC(=O)Oc1ccc(OC(C)=O)c2c1CC1(C)OC1(C)C2 (stereo not drawn),25,-6
CCCCNC(=O)c1cc2nc(-c3ccc(OC)cc3)cc(C(F)(F)F)n2n1,0,-15
C[C@@H]1CN([C@H](C)CO)C(=O)CCCn2cc(nn2)CO[C@H]1CN(C)C(=O)Nc1ccc(C(F)(F)F)cc1,-4,0
CC(C)(C)c1ccc(S(=O)(=O)NCCN2CCOCC2)cc1,-16,-11
CCN1C(=O)[C@H]2[C@@H](c3ccc(C)cc3)N[C@]3(CCCN(CCC(C)C)C3=O)[C@H]2C1=O,-1,1
CCCCN1C(=O)C(CC(=O)NCc2cccs2)CC(C(=O)N(CC)CC)=C1C (stereo not drawn),-8,-9
C[C@H]1CN([C@@H](C)CO)S(=O)(=O)c2ccc(C3=CCCC3)cc2O[C@@H]1CN(C)C(=O)C1CCCCC1,-2,-18
Cc1ccc(CN2CCNC(=O)C2CC(=O)NCCCn2nnc3ccccc32)cc1 (stereo not drawn),-37,0
Cc1ccc2c(Cl)c(C(=O)NCCCN3CCOCC3)sc2c1,-20,-9
C[C@H]1CN([C@@H](C)CO)S(=O)(=O)c2ccc(C#Cc3cccnc3)cc2O[C@@H]1CN(C)C(=O)Nc1ccc2c(c1)OCO2,1,2
O=[N+]([O-])c1cccnc1Oc1cc(Cl)c(Cl)cc1Cl,-5,5
COc1cc(Cl)c(C)cc1NC(=O)CN1CCN(C(=O)c2cccs2)CC1,0,-29
c1ccc(Cn2nnc3c(NCC4CC4)ncnc32)cc1,-11,-2
Cc1cccc(-n2cnc3cc(C(=O)NCCN4CCOCC4)ccc32)c1,10,19
O=C(c1cccs1)N1C[C@H](O)[C@@H](n2cc(C3CC3)nn2)C[C@@H]1c1ccccc1,16,-7
CCN(CC)S(=O)(=O)c1ccc(C(=O)NCC(=O)NCc2ccc3c(c2)OCO3)cc1,-6,-5
CC(=O)OCc1ccc(C2=CC(=O)CC(C)(C)C2=O)cc1,8,2
O=C(COC(=O)c1ccc2ccccc2c1)NCc1ccccc1,1,-6
CN(C(=O)c1cc(COc2ccc(F)cc2Cl)on1)C1CCOC1 (stereo not drawn),2,-5
CCN(CC)CCNC(=O)c1ccc(NC(=O)c2ccc(-n3cncn3)c([N+](=O)[O-])c2)cc1,-6,6
